KLK5 inh: inhibitors of human kallikrein 5. Q9Y337. recombinant hK5, fluorogenic AMC substrate cleavage. inhibition, % at 5 µM. 0.59% of 210,000 active;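 active = inhibition of 40% or more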;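 note: 0% = enzyme controls without compound and 100% = no-enzyme blanks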
Target sequence (Q9Y337 67-293 limits assumed): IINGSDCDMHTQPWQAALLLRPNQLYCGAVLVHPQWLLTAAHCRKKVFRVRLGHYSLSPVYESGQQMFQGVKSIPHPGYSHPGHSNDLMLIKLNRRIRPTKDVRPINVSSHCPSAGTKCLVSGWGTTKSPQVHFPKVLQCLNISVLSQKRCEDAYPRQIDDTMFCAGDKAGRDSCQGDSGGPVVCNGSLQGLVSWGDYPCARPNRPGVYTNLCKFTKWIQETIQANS
Thrombin inh: blocks human thrombin protease activity | P00734 | alpha-thrombin, Boc-VPR-AMC fluorogenic substrate cleavage | inhibition, % at 5 µM | 0.26% of 220,000 active | AID 1046;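 active = inhibition at or above 40%; inactive = inhibition below 40%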;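 note: 0% = enzyme with no compound and 100% = wells without enzyme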
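System – human alpha-thrombin protein · Reagent – Boc-VPR-AMC substrate, 15 µM final · Compound – 5 µM single dose in 0.2% DMSO · Schedule – reaction at room temperature · Technique – AMC fluorescence at 355 nm excitation and 460 nm emission · Read-out basis – % inhibition relative to enzyme controls and enzyme-free blanks · Control set – no-compound enzyme wells and no-enzyme blanks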
FXIa inh 1536: factor XIa (human) inhibition; P03951; AID 798; purified FXIa, Boc-Glu-Ala-Arg-AMC fluorogenic substrate; inhibition, % at 5 µM; 0.14% of 220,000 active;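 active = inhibition of at least 40%; inactive = inhibition below 40%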;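 note: fluorescence of freed AMC excited at 355 nm; 0% = enzyme without compound and 100% = no enzyme blank; many of its hits are not listed in these tables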
PERK inh: inhibitors of human PERK kinase. Q9NZJ5. CHO PERK-DD fusion, SEAP luminescence translation reporter. inhibition, % at 5.6 µM. 0.17% of 220,000 active. AID 1416;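 active = inhibition above the mean inhibition of all tested compounds plus 3 SD, set separately per screening campaign, cut at about 2.9% in these data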;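 note: PERK kinase domain activated by AP20187 dimerizer at 100 nM; 0% = DMSO with dimerizer and 100% = rapamycin at 8.4 µM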
m-calpain inh: calpain II (pig) inhibition; AID 1236; purified calpain II, fluorogenic peptide substrate, 30 min; inhibition, % at 16 µM; 0.37% of 220,000 active;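 active = inhibition above about 50%, limit read from the data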
KCC2 mod: modulators of human KCC2 chloride dependent transport; Q9H2X9; KCC2 cells, thallium flux FluoZin-2 fluorescence; B-score of Tl+ flux slope (higher = more flux/activation; lower = inhibition) at 10 µM; 2.2% of 190,000 active; AID 1456;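 active = thallium flux slope and its plate-corrected score both differing from the plate sample mean at a set confidence after two filtering rounds, in either direction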;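 note: slope of fluorescence scaled to starting intensity during 10 to 20 s after thallium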
Furin inhibitor: human furin inhibition; P09958; purified furin, fluorogenic substrate cleavage; inhibition, % at 30 µM; 0.061% of 220,000 active; AID 463115; in the data active = inhibition above about 25%; note: inactives centre near -15
FXIIa inh: blocks human coagulation factor XIIa protease activity; purified FXIIa, Boc-QGR-AMC fluorogenic substrate, 2 h; 0.3% of 220,000 active; inhibition, % at 5 µM; in the data active = inhibition above about 40%;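 note: 0% = enzyme with no compound and 100% = blank without enzyme; many of its hits are not listed in these tables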
Rad51 HR inh: Rad51 (human) homologous recombination inhibition | inhibition, % at 10 µM | AID 1385 | 0.085% of 200,000 active | Q06609 | hRad51 DNA strand exchange, fluorescence dequenching;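 active = inhibition above 40% at the single screening dose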;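 note: 0% = DMSO control wells and 100% = blanks with heterologous ssDNA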
Target sequence (Q06609 whole entry, looked up): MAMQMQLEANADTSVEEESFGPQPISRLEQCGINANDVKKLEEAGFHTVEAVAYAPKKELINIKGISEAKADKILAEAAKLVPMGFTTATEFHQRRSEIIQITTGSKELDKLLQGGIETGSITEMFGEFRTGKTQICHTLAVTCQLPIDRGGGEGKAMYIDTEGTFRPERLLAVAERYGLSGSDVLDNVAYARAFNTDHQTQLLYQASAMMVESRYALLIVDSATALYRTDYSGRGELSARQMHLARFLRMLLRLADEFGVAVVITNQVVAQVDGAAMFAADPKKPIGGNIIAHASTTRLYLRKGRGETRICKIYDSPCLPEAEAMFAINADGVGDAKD
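Assay system: Human Rad51 nucleoprotein filaments preassembled on unlabelled ssDNA | Reagent: Donor/quencher-labelled 47-bp dsDNA substrate | Doses: One concentration, 10 µM final | Times: 37 °C 15-min filament assembly, 30-min compound preincubation, 15-min exchange | Technique: Fluorescein emission 520 nm, excitation 485 nm | Benchmarks: Plate control and blank wells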
An asterisk follows results filed as active; & = joins results of further samples; [ ] = dose if it differs, or a comment. These rows are one share of the data. The share of hits here may be higher or lower than overall.

How did CCCc1nc(N2CCOCC2)c2sc(=S)n(-c3ccccc3)c2n1 do in these assays?
KLK5 inh: 1; Thrombin inh: 1; FXIa inh 1536: 7; PERK inh: 1.5; m-calpain inh: 0; KCC2 mod: 0.79; Furin inhibitor: -13; FXIIa inh: 10; Rad51 HR inh: -2

Results for O=C(Nc1ccc(O)c2c(=O)cc(-c3ccccc3Cl)oc12)c1cccs1 ?
KLK5 inh: -1; Thrombin inh: -4; FXIa inh 1536: -1; m-calpain inh: -16; KCC2 mod: 0.1; Furin inhibitor: -28; FXIIa inh: 5; Rad51 HR inh: 3

Results for CCc1nnc(SCc2ccc(OC(C)C)cc2)n1N ?
KLK5 inh: -2; Thrombin inh: 5; FXIa inh 1536: 3; PERK inh: 1.0; m-calpain inh: 5; KCC2 mod: 0.25; Furin inhibitor: -29; FXIIa inh: 9; Rad51 HR inh: 6

What do the screens show for `CCOC(=O)C1CCN(CC(=O)NC(=O)NC2CCCCC2)CC1`?
KLK5 inh: 1; Thrombin inh: -11; FXIa inh 1536: 0; PERK inh: 0.7; m-calpain inh: 19; KCC2 mod: -0.095; Furin inhibitor: -19; FXIIa inh: 7; Rad51 HR inh: 3

Results for COc1ccc(-c2cnn3c4c(c(C)nc23)CCN4C2CCCC2)cc1OC ?
KLK5 inh: -8; Thrombin inh: 3; FXIa inh 1536: 3; PERK inh: -0.1; m-calpain inh: -155; KCC2 mod: 0.67; Furin inhibitor: -6[20 µM]; FXIIa inh: 19; Rad51 HR inh: -1

How did COc1cccc(-c2nc(-c3ccc(NC(=O)c4cccnc4)cc3)no2)c1 do in these assays?
KLK5 inh: 3; Thrombin inh: -17; FXIa inh 1536: 3; PERK inh: 1.6; m-calpain inh: -99; KCC2 mod: 0.093; Furin inhibitor: -21; FXIIa inh: -4

How did CCCCCC1CCC(c2ccc(/C(N)=N/O)cc2)CC1 (centres undefined) do in these assays?
KLK5 inh: 0; Thrombin inh: -6; FXIa inh 1536: 0; PERK inh: 0.4; m-calpain inh: 6; KCC2 mod: 1.4; Furin inhibitor: -16; FXIIa inh: 8; Rad51 HR inh: 17

Results for CSc1ccccc1N=CC1=C(O)CC(C)(C)CC1=O ?
KLK5 inh: 4; Thrombin inh: -2; FXIa inh 1536: -3; PERK inh: 0.0; m-calpain inh: 10; KCC2 mod: -0.92; Furin inhibitor: -10[20 µM]; FXIIa inh: 9; Rad51 HR inh: 3

How did Cc1ccc(CNc2ccc3c(c2)ncn3C(C)C)cc1 do in these assays?
KLK5 inh: 1; Thrombin inh: 0; FXIa inh 1536: 0; PERK inh: -1.4; m-calpain inh: -12; KCC2 mod: -0.57; Furin inhibitor: -14; FXIIa inh: 11; Rad51 HR inh: -12

What do the screens show for `CN(C)S(=O)(=O)c1cccc(C(=O)OCC(=O)Nc2sccc2C(N)=O)c1`?
KLK5 inh: -3; Thrombin inh: 3; FXIa inh 1536: 4; PERK inh: -1.5; m-calpain inh: 22; KCC2 mod: -1.2; Furin inhibitor: -1; FXIIa inh: 21; Rad51 HR inh: -5

How did COc1cccc(-c2csc(N3CCN(S(=O)(=O)c4ccc(F)cc4)CC3)n2)c1 do in these assays?
KLK5 inh: 11; Thrombin inh: -3; FXIa inh 1536: -3; PERK inh: 0.0; m-calpain inh: -28; KCC2 mod: 1.9; Furin inhibitor: -17; FXIIa inh: 8; Rad51 HR inh: -2

Results for CCN(CC)c1ccc(NC(=O)c2ccccc2F)cc1 ?
KLK5 inh: -5; Thrombin inh: 2; FXIa inh 1536: 2; PERK inh: 0.1; m-calpain inh: -46; KCC2 mod: -6.2*; Furin inhibitor: -25[20 µM]; FXIIa inh: 6; Rad51 HR inh: 3

How did C=CCn1c(=N)n(CC(O)c2ccco2)c2ccccc21 (centres undefined) do in these assays?
KLK5 inh: 15; Thrombin inh: -2; FXIa inh 1536: 6; PERK inh: 0.0; m-calpain inh: -11; Furin inhibitor: -13; FXIIa inh: 12; Rad51 HR inh: -5

What do the screens show for `Cc1nn(Cc2ccccc2)c(Cl)c1C(=O)NCc1ccco1`?
KLK5 inh: 18; Thrombin inh: 0; FXIa inh 1536: 3; PERK inh: 0.4; m-calpain inh: -14; KCC2 mod: -0.071; Furin inhibitor: -20; FXIIa inh: 13; Rad51 HR inh: -4

Results for Cc1cccc(NC(=O)CNC(=O)COc2cc(F)ccc2[N+](=O)[O-])c1C ?
KLK5 inh: 5; Thrombin inh: -4; FXIa inh 1536: 1; PERK inh: 0.2; m-calpain inh: 15; KCC2 mod: -0.55; Furin inhibitor: -25; FXIIa inh: 5; Rad51 HR inh: 2

How did O=C(c1ccco1)N1N=C(c2cccs2)CC1c1ccco1 (centres undefined) do in these assays?
KLK5 inh: -3; Thrombin inh: -2; FXIa inh 1536: 0; PERK inh: -1.1; m-calpain inh: 17; KCC2 mod: 0.58; Furin inhibitor: -9; FXIIa inh: 9; Rad51 HR inh: -18

What do the screens show for `CCc1ccc(C(=O)NC(C(=O)O)C(C)C)cc1` (centres undefined)?
KLK5 inh: -5; Thrombin inh: 2; FXIa inh 1536: 3; PERK inh: 1.3; m-calpain inh: 10; KCC2 mod: 0.012; Furin inhibitor: 5[20 µM]; FXIIa inh: 14; Rad51 HR inh: 1

Results for CCN(CC)C(=O)C(C)N(C#N)c1nc(SC)nc(N(C)C)n1 (centres undefined) ?
KLK5 inh: -30; Thrombin inh: 3; FXIa inh 1536: -2; PERK inh: -0.4; m-calpain inh: -44; KCC2 mod: -0.82; Furin inhibitor: -23[20 µM]; FXIIa inh: 18; Rad51 HR inh: 8

Results for COc1ccc(N2Cc3ccccc3C2)cc1Cl ?
KLK5 inh: -1; Thrombin inh: -8; FXIa inh 1536: 4; PERK inh: -0.4; m-calpain inh: -3; KCC2 mod: -0.081; Furin inhibitor: -22; FXIIa inh: 11; Rad51 HR inh: -4

What do the screens show for `CN1CCCC(OC(=O)c2cccc(S(=O)(=O)N3CCCCCC3)c2)C1` (centres undefined)?
KLK5 inh: 0; Thrombin inh: -2; FXIa inh 1536: -2; PERK inh: -0.8; m-calpain inh: -1; KCC2 mod: -0.021; Furin inhibitor: -18; FXIIa inh: 4; Rad51 HR inh: 17

What do the screens show for `CN(C)c1cccc(C(=O)NCc2ccccc2Cl)c1`?
KLK5 inh: 2; Thrombin inh: 2; FXIa inh 1536: 3; PERK inh: 0.1; m-calpain inh: 1; KCC2 mod: -1.2; Furin inhibitor: -18; FXIIa inh: 12; Rad51 HR inh: 7

How did COc1ccc(NS(=O)(=O)c2ccc(N)cc2)nn1 do in these assays?
KLK5 inh: -13; Thrombin inh: -7; FXIa inh 1536: -15; PERK inh: 1.3; m-calpain inh: 20&23; KCC2 mod: -0.3; Furin inhibitor: -9; FXIIa inh: -4; Rad51 HR inh: 12

How did Cc1ccc(S(=O)(=O)[N-]c2nc3ccccc3nc2-[n+]2cc(C)cc(C)c2)cc1 do in these assays?
KLK5 inh: 2; Thrombin inh: 0; FXIa inh 1536: 2; PERK inh: 0.8; m-calpain inh: 1; KCC2 mod: 0.37; Furin inhibitor: -14; FXIIa inh: 4; Rad51 HR inh: -2

What do the screens show for `COc1ccc(CCN=C(N)NS(=O)(=O)c2ccccc2)cc1OC`?
KLK5 inh: -2; Thrombin inh: -7; FXIa inh 1536: -7; PERK inh: 0.7; m-calpain inh: 2; KCC2 mod: -0.48; Furin inhibitor: -17; FXIIa inh: 3; Rad51 HR inh: 3

Results for CCCn1c(N/N=C(C)\C=C\c2ccccc2)nc2c1c(=O)[nH]c(=O)n2C ?
KLK5 inh: 0; Thrombin inh: -2; FXIa inh 1536: -1; PERK inh: 0.0; m-calpain inh: -58; KCC2 mod: -1.3; Furin inhibitor: -18; FXIIa inh: 5; Rad51 HR inh: 1

How did Cc1nn2c(c1-c1ccccc1)N=C(c1ccco1)CC2c1ccccc1 (centres undefined) do in these assays?
KLK5 inh: -21; Thrombin inh: 1; FXIa inh 1536: 3; PERK inh: -0.3; m-calpain inh: -84; KCC2 mod: -1.6; Furin inhibitor: 1; FXIIa inh: 11; Rad51 HR inh: -2

Results for Cc1nnc(N/N=C\c2ccc(-c3ccccc3[N+](=O)[O-])o2)n1N ?
KLK5 inh: -10; Thrombin inh: 4; FXIa inh 1536: 8; PERK inh: 1.7; m-calpain inh: 10; KCC2 mod: -1.4; Furin inhibitor: -6; FXIIa inh: 23; Rad51 HR inh: 7

How did CCOC(=O)c1ccc(NC(=O)CC2COc3ccccc3O2)cc1 (centres undefined) do in these assays?
KLK5 inh: -4; Thrombin inh: -4; FXIa inh 1536: -6; PERK inh: -0.4; m-calpain inh: 29; KCC2 mod: 1.2; Furin inhibitor: -21[20 µM]; FXIIa inh: 3; Rad51 HR inh: 2

Results for COc1ccc(OC)c(NC(=S)N2CCN(C/C=C/c3ccccc3)CC2)c1 ?
KLK5 inh: 0; Thrombin inh: 2; FXIa inh 1536: 0; PERK inh: -0.4; m-calpain inh: 17; KCC2 mod: -0.05; Furin inhibitor: -12[20 µM]; FXIIa inh: 10; Rad51 HR inh: 1

What do the screens show for `CCOc1cc(C(=O)NCc2ccc(-c3nc4ccccc4o3)cc2)cc(OCC)c1OCC`?
KLK5 inh: -4; Thrombin inh: 3; FXIa inh 1536: 3; PERK inh: 1.6; m-calpain inh: -11; Furin inhibitor: -16[20 µM]; FXIIa inh: 9

Next part, starting with the last 2 of the part before.
Results for COc1ccc(OC)c(NC(=S)N2CCN(C/C=C/c3ccccc3)CC2)c1 ?
KLK5 inh: 0; Thrombin inh: 2; FXIa inh 1536: 0; PERK inh: -0.4; m-calpain inh: 17; KCC2 mod: -0.05; Furin inhibitor: -12[20 µM]; FXIIa inh: 10; Rad51 HR inh: 1

What do the screens show for `CCOc1cc(C(=O)NCc2ccc(-c3nc4ccccc4o3)cc2)cc(OCC)c1OCC`?
KLK5 inh: -4; Thrombin inh: 3; FXIa inh 1536: 3; PERK inh: 1.6; m-calpain inh: -11; Furin inhibitor: -16[20 µM]; FXIIa inh: 9

What do the screens show for `CC1(C)CC(=O)C2=C(C1)OC(/N=C/N1CCOCC1)=C(C#N)C2c1ccccc1` (centres undefined)?
KLK5 inh: -3; Thrombin inh: 1; FXIa inh 1536: -3; PERK inh: -1.2; m-calpain inh: 4; Furin inhibitor: 1; FXIIa inh: 12; Rad51 HR inh: 3

What do the screens show for `Cc1noc(C)c1C(=O)Nc1sc(C)c(C)c1C#N`?
KLK5 inh: -13; Thrombin inh: -3; FXIa inh 1536: 6; PERK inh: -0.8; m-calpain inh: -30; KCC2 mod: -1.4; Furin inhibitor: -18[20 µM]; FXIIa inh: -10; Rad51 HR inh: -3

How did Cc1ccc(Cl)cc1NC(=O)CC(O)(C(F)(F)F)C(F)(F)F do in these assays?
KLK5 inh: 2; Thrombin inh: -2; FXIa inh 1536: 1; PERK inh: 0.9; m-calpain inh: -3; KCC2 mod: -2.5; Furin inhibitor: -20[20 µM]; FXIIa inh: 8; Rad51 HR inh: 0

How did CNC(=O)[C@H](C)[C@@H]1C[C@@]1(C)[C@@H](NC(=O)OCc1ccccc1)c1ccccc1 do in these assays?
KLK5 inh: -4; Thrombin inh: 4; FXIa inh 1536: 12; PERK inh: 0.2; m-calpain inh: 8; KCC2 mod: -0.29; Furin inhibitor: -13; FXIIa inh: 19; Rad51 HR inh: -3

Results for CCOC(=O)c1c(NC(=O)c2cc3n(n2)C(C(F)(F)F)CC(c2ccccc2)N3)sc(C)c1C (centres undefined) ?
KLK5 inh: -14; Thrombin inh: -5; FXIa inh 1536: 4; PERK inh: 0.7; m-calpain inh: -111; KCC2 mod: -0.2; Furin inhibitor: -25; FXIIa inh: 8; Rad51 HR inh: -2

Screens (PubChem)
